Compound activity deposited in PubChem BioAssay by National Center for Advancing Translational Sciences (NCATS).
FLuc modulator – counter-screen for miR-21 project: firefly luciferase inhibitors or activators; purified FLuc, Km substrates, luminescence inhibition; Potency, µM (titrated, usually from 57.5 µM), for inactives: at the top dose activity change, negative = inhibition, most hits filed as inhibitors; 360,000 compounds, 6.9% hits; AID 588342;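 also: potency is read from the fitted curve at half-maximal effect; plate controls were vehicle for no effect and reference inhibitor for full effect; nearly all actives have a fitted effect of over 55% in size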
Target sequence (P08659 whole entry, looked up): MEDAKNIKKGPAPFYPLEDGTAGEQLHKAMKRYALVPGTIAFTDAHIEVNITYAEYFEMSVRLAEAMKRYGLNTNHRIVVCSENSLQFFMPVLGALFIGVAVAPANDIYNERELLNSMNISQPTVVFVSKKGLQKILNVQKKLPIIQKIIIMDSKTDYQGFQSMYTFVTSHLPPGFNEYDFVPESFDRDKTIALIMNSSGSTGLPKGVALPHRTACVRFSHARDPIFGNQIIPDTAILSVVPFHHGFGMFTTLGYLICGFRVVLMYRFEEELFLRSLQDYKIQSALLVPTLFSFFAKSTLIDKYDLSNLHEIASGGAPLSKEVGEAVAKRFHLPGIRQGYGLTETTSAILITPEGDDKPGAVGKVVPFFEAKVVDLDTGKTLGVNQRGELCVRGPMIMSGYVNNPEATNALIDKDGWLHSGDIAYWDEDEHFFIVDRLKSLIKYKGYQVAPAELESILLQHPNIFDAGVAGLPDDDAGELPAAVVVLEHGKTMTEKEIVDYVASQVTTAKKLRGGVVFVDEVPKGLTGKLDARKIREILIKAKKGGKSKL
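Biochemical qHTS of compounds, final roughly 60 µM downward over six points, against 10 nM purified firefly luciferase using Km concentrations of substrates (10 uM D-luciferin, 10 uM ATP) in Tris acetate pH 7.5 buffer; luminescence output.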
ELG1 genotox – genotoxicity induction in ELG1-luciferase HEK293T cells. HEK293T ELG1-luciferase reporter, luminescence, 16 h. Potency, µM (titrated, usually from 46 µM), for inactives: top-dose activity change, positive = activation, hits mostly activators. 330,000 compounds, 1.3% hits; also: potency is read from the fitted curve at half-maximal effect; % of control where 0% means no effect; nearly all actives have a fitted effect of over 60% in size
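16 hr compound incubation (37 °C, 5% CO2) of HEK293T cells carrying luciferase-tagged ELG1; luciferase then measured by ONE-Glo luminescence after 30 min at RT.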
p53 reactivation – restores transcriptional activity of mutant p53 | Potency, µM (titrated, usually from 92.2 µM), without a hit: top-dose activity change, positive = activation, actives largely listed as activators | 320,000 compounds, 0.063% hits | H1299 p53-A138V BP100-luciferase reporter, luminescence, 24 h | AID 504706; also: potency is read from the fitted curve at half-maximal effect; % of control where 0% means no effect; nearly all actives have a fitted effect of over 45% in size
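H1299 (p53-null), stable ts p53-A138V + BP100-Luc; 1000 cells/well, Opti-MEM/10% FBS; cpd 4 pt, 1:5; 24 h, 37 deg C, 5% CO2; detection reagent 10 min RT; luminescence.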
NPC1 promoter act – activators of NPC1 promoter; AID 485313; 320,000 compounds, 2.4% hits; Potency, µM (top dose mostly 9.22 µM), for the others: top-dose activation, most hits filed as activators; Huh7 NPC1 promoter luciferase reporter, 24 h;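 also: potency is read from the fitted curve at half-maximal effect; % of control where 0% means no effect; nearly all actives have a fitted effect of over 60% in size; reporter is driven by a mutant NPC1 promoter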
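Luminescence read-out of NPC1 promoter-driven luciferase in stably transfected Huh7 cells; compounds delivered in DMSO and left 24 h at 37C, 5% CO2, qHTS titration format.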
BRCA1 expr up – increases BRCA1 expression; MCF7-BRCA1-FFLuc reporter, luminescence, 48 h; response scale: scaled: vehicle 0%, 10 µM genistein 100%; Potency, µM (series often up to 46.1 µM), for inactives: top-dose activation, usual class: activators; 380,000 compounds, 1.1% hits; also: potency is read from the fitted curve at half-maximal effect; nearly all actives have a fitted effect of over 80% in size; some results filed as inactive show a strong effect at the top dose
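Cells: MCF7-BRCA1-FFLuc, 2000/well. Exposure: 48 h, 37 °C, 5% CO2. Read: luminescence, 15 min post-substrate. Controls: genistein 10 microM (maximal activation), DMSO (neutral).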
Giardia killer – Giardia lamblia killing. activity change, % at 7.66 µM, hits read low. Giardia lamblia trophozoite viability. AID 540267. 340,000 compounds, 0.15% hits; in the data active = activity change below about -80%; inconclusive = between about -30% and that limit;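 also: parasites exposed to compound for two days anaerobically before the ATP read; % is scaled to controls: 0 for no effect and ±100 for the full control effect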
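Luminescent ATP signal served as the viability read-out, measured 15-30 min after adding ATP detection reagent to trophozoites that had been incubated with compounds for 48 hrs at 37 deg C anaerobically at 100 cells/well.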
Menin-MLL TR inh – inhibitors of human menin-MLL interaction, mutant MLL peptide; O00255; Menin + Texas Red MLL mutant peptide, fluorescence polarization; 270,000 compounds, 0.23% hits; Potency, µM (titrated, usually from 61.6 µM), for inactives: at the top dose FP activity change, negative = inhibition, usual class: inhibitors; active = well fitted inhibition curve with a large enough effect in the polarisation, with a control signal flat, not every such curve was filed as active; inconclusive = small, poorly fitted or top-dose-only effect, or effect the other way, or a change in a side signal; inactive = no such curve, though single readings can be large or run the other way; the % refers to the polarisation; also: potency is read from the fitted curve at half-maximal effect; % of control where 0% means no effect; many of its hits are not listed in these tables
VP16 counter – counter-screen for ROR gamma inhibitors: Gal4-VP16 reporter; 310,000 compounds, 3.5% hits; Potency, µM (top dose mostly 53.6 µM), for inactives: top-dose activity, negative = inhibition, hits mostly inhibitors; Drosophila S2 Gal4-VP16 UAS-luciferase, luminescence, 20 h;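 also: Gal4-VP16 expression switched on by copper sulfate through the metallothionein promoter; potency is read from the fitted curve at half-maximal effect; % is scaled to controls: 0 for no effect and ±100 for the full control effect; nearly all actives have a fitted effect of over 50% in size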
PKM2 act – activators of human pyruvate kinase M2; 260,000 compounds, 0.34% hits; purified PKM2, Kinase-Glo ATP luminescence, activation; response scale: 0% is enzyme alone, no compound; Potency, µM (top dose mostly 57.5 µM), inactives show at the top dose activation, most hits filed as activators; AID 1631; P14618; also: potency is read from the fitted curve at half-maximal effect; % is scaled to controls: 0 for no effect and ±100 for the full control effect; nearly all actives have a fitted effect of over 55% in size
Target sequence (P14618 whole entry, looked up): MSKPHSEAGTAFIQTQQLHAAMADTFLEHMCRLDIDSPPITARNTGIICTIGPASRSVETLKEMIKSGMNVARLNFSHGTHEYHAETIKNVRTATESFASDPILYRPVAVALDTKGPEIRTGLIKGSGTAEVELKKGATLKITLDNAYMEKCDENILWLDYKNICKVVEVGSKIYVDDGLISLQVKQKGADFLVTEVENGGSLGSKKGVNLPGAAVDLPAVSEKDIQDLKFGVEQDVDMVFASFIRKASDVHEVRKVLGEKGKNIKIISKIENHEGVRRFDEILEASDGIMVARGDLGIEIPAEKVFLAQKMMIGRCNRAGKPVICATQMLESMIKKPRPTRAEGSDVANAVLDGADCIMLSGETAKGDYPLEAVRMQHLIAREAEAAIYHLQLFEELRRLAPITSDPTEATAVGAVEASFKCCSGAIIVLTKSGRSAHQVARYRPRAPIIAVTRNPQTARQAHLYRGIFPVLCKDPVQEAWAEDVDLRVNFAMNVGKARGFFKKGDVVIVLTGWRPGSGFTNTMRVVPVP
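Purified hPK-M2 (>95%) run at intermediate activity with 0.1 mM ADP and 0.5 mM PEP in 50 mM imidazole pH 7.2, KCl, MgCl2; 1 h room temperature. ATP formed read by Kinase-Glo luminescence; normalized to uninhibited and no-enzyme controls.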
Rab9 prom act – Rab9 promoter activation; Huh7 Rab9 promoter-luciferase reporter, luminescence, 24 h; AID 485297; Potency, µM (series often up to 9.22 µM), without a hit: at the highest dose activation, negative = inhibition, hits mostly activators; 320,000 compounds, 2.8% hits; also: potency is read from the fitted curve at half-maximal effect; % of control where 0% means no effect; nearly all actives have a fitted effect of over 60% in size
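Measured in stably transfected Huh7 cells bearing a Rab9 promoter–luciferase construct: 24 h compound treatment at 37 °C, followed by luminescence detection.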
RORgamma inh – blocks mouse ROR gamma transcriptional activity; Potency, µM (series often up to 53.6 µM), for the others: top-dose activity change, negative = inhibition, hits mostly inhibitors; Drosophila S2 Gal4-RORgamma UAS-luciferase reporter, 20 h; 310,000 compounds, 5.4% hits; AID 2551; P51450; also: potency is read from the fitted curve at half-maximal effect; % is scaled to controls: 0 for no effect and ±100 for the full control effect; nearly all actives have a fitted effect of over 60% in size
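Read-out: Photinus luciferase luminescence; inhibitors lower reporter signal. Insect Schneider cells with Gal4-ROR gamma fusion under metallothionein promoter, UAS reporter; 700 uM final copper sulfate induction, 20 hr, ambient temperature.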
* = called active by the depositor; u = inconclusive; x = not tested or not shown; [ ] = another dose, or the depositor's remark. Unless noted, calls follow the shape of the dose curve; as a rule, active = well fitted curve in the direction sought with a large enough effect; inconclusive = small, poorly fitted or top-dose-only effect, or another doubt; inactive = no such curve, though single readings can be large; an effect the other way counts as inactive or inconclusive.

SMILES	FLuc modulator	ELG1 genotox	p53 reactivation	NPC1 promoter act	BRCA1 expr up	Giardia killer	Menin-MLL TR inh	VP16 counter	PKM2 act	Rab9 prom act	RORgamma inh
OCC(O)CNC(=S)NC1CCCCC1 (configuration not stated)	-0.5%	3.3%	0.6%	-4.7%	-18.7%	2.7	-1.8%	2.3%	4.1%	-3.2%	-8.3%
OC(CN1CC=C(/C=C/c2ccc(Br)cc2)CC1)c1ccccc1 (configuration not stated)	-0.2%	9.0%	x	-12.7%	-58.8%	19.8	-6.3%	-27.1%	-0.6%	6.1%	-37.8%
O=S(=O)(c1ccccc1)N1CCc2ccccc2C1	3.1%	-1.6%	-5.8%	-2.4%	0.1%	-8.6	u	-4.6%	-0.6%	0.0%	-0.4%
COC(=O)C1CSc2[nH]c(=O)sc2C1c1ccc(O)c(OC)c1 (configuration not stated)	5.4%	2.3%	0.3%	0.4%	5.9%	1.0	2.2%	18.1%	2.9%	-9.0%	-12.2%
C/C(=N/NC(=O)CSc1nc2ccccc2n1C)c1ccco1	-4.5%	-2.8%	x	3.2%	0.0%	-4.9	-18.1%	x	-7.9%	8.6%	x
O=C(CN1/C(=C(/O)c2ccccc2)C(=O)c2ccccc2S1(=O)=O)c1ccccc1	9.9%	-5.1%	0.0%	-0.1%	-29.6%	-2.3	u	u	-0.9%	3.4%	u
CS(=O)(=O)N(CC(=O)NC1CCCCC1)c1cccc(F)c1	2.5%	-0.8%	12.5%	0.3%	-5.8%	1.2	-16.3%	-2.5%	-2.6%	-8.4%	-9.6%
O=C(Cn1ccc2ccccc2c1=O)NCCC(=O)Nc1cccc(Cl)c1	1.3%	-4.6%	-1.9%	5.1%	-33.3%	-10.3	0.8%	-11.8%	0.5%	-8.3%	13.2%
COC(=O)c1cccc(Nc2ccc([N+](=O)[O-])cn2)c1	2.8%	9.1%	4.3%	0.4%	23.0%	7.4	25.1%	-5.3%	-22.8%	-2.2%	25.3%
CN(C)/C=N/C1=C(C#N)C(c2cccs2)c2ccc3ccccc3c2O1 (configuration not stated)	-12.2%	u	16.3%	-18.1%	-47.6%	11.8	u	23.9%	-0.1%	0.3%	12.5%
Cc1ccc(C)c(Cn2nnc3c(=O)[nH]c(C(=O)Nc4ccc(F)cc4)nc32)c1	-6.3%	0.0%	-2.2%	-1.9%	-0.1%	3.7	23.9%	-10.5%	0.1%	-6.2%	17.1%
Fc1ccccc1Cn1cc(C(=S)N2CCOCC2)c2ccccc21	-8.1%	-3.0%	-2.1%	-4.3%	39.1%	11.9	x	14.0%	-0.7%	3.1%	u
CC(C)C(=O)N1CCC2(CC1)Oc1ccc(Cl)cc1C(=O)C21CC(c2ccccc2)=NO1 (configuration not stated)	0.4%	-1.3%	-6.2%	-7.1%	-0.7%	17.3	x	-6.7%	-4.4%	-1.3%	-9.3%
O=C(CNC(=O)c1ccco1)OCC(=O)c1ccc(Cl)cc1Cl	2.2%	1.5%	-0.5%	-4.7%	-8.2%	-16.3	4.3%	3.6%	0.7%	-0.2%	19.1%
CN(c1ccc(OCC(=O)OCC(=O)c2c(N)n(C)c(=O)n(C)c2=O)cc1)S(=O)(=O)c1ccc2ccccc2c1	-14.0%	1.9%	1.3%	-3.8%	-7.6%	-12.7	0.4%	3.2%	-2.9%	19.8%	14.7%
O=[N+]([O-])c1ccc(N2CCCCC2)cc1N1CCOCC1	-10.3%	1.1%	4.6%	-1.6%	1.0%	-1.8	0.6%	-6.3%	-1.3%	2.1%	1.7%
CCOc1ccc(S(=O)(=O)NCCC(=O)N2CCN(c3ncccn3)CC2)cc1	-1.8%	-0.1%	0.9%	-3.1%	-31.8%	21.5	x	x	x	0.6%	x
O=C(NC(=S)N1CCc2ccccc21)c1ccc(Br)o1	u	2.7%	8.8%	-9.4%	-31.1%	42.1[activator]	-6.3%	0.316µM*	4.5%	1.6%	0.251µM*
O=S(=O)(c1ccc(Br)s1)N1CCN(c2ccc(F)cc2)CC1	2.3%	-0.2%	0.1%	-3.7%	-16.8%	-15.1	19.7%	4.3%	0.6%	3.9%	u
COc1ccc(C(C)=O)cc1COC(=O)c1cc(C)nc2ccccc12	2.8%	-3.5%	-6.4%	-2.8%	-17.5%	-16.1	0.7%	8.2%	x	2.1%	-1.1%
N=C(c1ccc([N+](=O)[O-])cc1)N1CCCCC1	-1.6%	-4.2%	-2.3%	-2.6%	-6.2%	8.5	-0.8%	-0.3%[10 µM]	3.2%	-12.4%	13.8%
CC(C(=O)NC1CCCCC1)N1C(=O)C2C3C=CC(C3)C2C1=O (configuration not stated)	0.2%	-2.4%	-1.0%	-3.5%	4.8%	3.0	x	6.1%	-2.4%	24.5%	5.9%
CC(Sc1nnnn1-c1ccccc1)C(=O)Nc1ccc(Cl)cn1 (configuration not stated)	10.3%	-9.5%	-12.4%	-5.3%	-20.9%	-0.8	8.3%	u	9.0%	-4.9%	u
Cc1onc(-c2ccccc2)c1C(=O)N/N=C/c1c(F)cccc1Cl	4.3%	-5.2%	-7.7%	-2.5%	-4.3%	3.3	x	-1.5%	0.0%	1.3%	u
CC(=O)c1cc(C)ccc1OC(=O)c1ccco1	0.9%	-1.1%	0.7%	-2.3%	25.0%	8.5	4.6%	18.0%	1.9%	-1.0%	25.6%
Cc1cccc(N2CCN(C(=O)CCCOc3ccccc3)CC2)c1C	7.57µM*	2.59µM*	u	3.16µM*	u	-9.8	-14.4%	-6.9%	-6.5%	2.51µM*	21.2%
CCN(CC)S(=O)(=O)c1ccc(C(=O)NCc2n[nH]c(=S)n2-c2ccccc2OC)cc1	1.3%	5.6%	-1.4%	-5.3%	5.1%	1.3	-4.8%	-5.2%	-9.0%	-4.5%	-35.2%
Cc1ccc(CCN2CC(C(=O)O)CC2=O)cc1 (configuration not stated)	6.4%	1.6%	-0.6%	-1.0%	-1.8%	u	x	0.6%	-1.4%	-2.5%	7.4%
Clc1ccc(Cn2ncc3c(N4CCOCC4)ncnc32)cc1	1.5%	-14.7%	-12.2%	0.5%	-11.7%	-9.6	1.0%	16.8%[0.365 µM]	u	-10.5%	u
Cc1cc(C)cc(N(C(C)C(=O)NCCC2=CCCCC2)S(C)(=O)=O)c1 (configuration not stated)	0.1%	-0.7%	-0.6%	0.8%	-29.1%	-10.2	-6.8%	-3.9%	-9.0%	-6.8%	10.6%
CCOc1ncccc1C(=O)OCC(=O)NCCc1ccc(S(N)(=O)=O)cc1	0.1%	-0.4%	0.5%	-1.5%	-3.9%	2.3	x	x	x	1.0%	x
NC(=O)Cn1cnc(-c2ccccc2)c1	3.7%	1.0%	5.5%	13.9%	-4.8%	13.4	4.9%	-12.2%	-0.2%	1.2%	3.7%
CCOC(=O)CNC(=O)CSc1nc2cccnc2n1C1CCCCC1	3.4%	4.6%	-8.2%	0.2%	-9.4%	-13.7	-12.2%	13.2%	2.6%	-0.9%	0.0%
COc1ccc(CNC(=O)CSc2nnc(C)s2)cc1	-0.8%	-6.3%	-2.9%	-1.0%	4.6%	-6.6	0.1%	13.5%	3.1%	-7.0%	15.9%
S=C(NCc1ccc2[nH]c3c(c2c1)CCCC3)Nc1ccccc1	-9.0%	5.5%	6.6%	-2.0%	-43.7%	6.5	u	10µM*	0.4%	-0.9%	1.78µM*
COc1cc(C(=O)N2CCC(NC(=O)C(Cc3ccccc3C)NC(C)=O)CC2)cc(OC)c1OC (configuration not stated)	-2.0%	0.4%	0.6%	6.3%	17.7%	8.2	-1.8%	-6.2%	12.6%	1.8%	34.8%
O=C(CCNc1cccc(F)c1)c1cccc([N+](=O)[O-])c1	1.9%	-0.6%	-5.3%	-11.1%	-12.0%	8.4	u	25.1%	1.1%	1.1%	u
CCC1CCCCN1CCCNC(=O)c1ccc(N2CCOCC2)c(NS(=O)(=O)c2ccc(OC)cc2)c1 (configuration not stated)	5.2%	9.4%	11.5%	-4.1%	-3.6%	-0.1	u	3.2%	3.8%	-1.1%	12.0%
COc1ccc(C)cc1-n1nnnc1SC/C(O)=C(\C#N)c1nc2ccccc2[nH]1	-0.8%	-2.4%	-5.3%	0.3%	-27.7%	-8.0	u	u	10.6%	-6.1%	12.6µM*
Cc1ccc(NC(=O)CCS(=O)(=O)c2cccc3nonc23)c(Cl)c1	0.4%	7.4%	7.0%	2.5%	-4.4%	-10.5	u	-8.2%	1.1%	-2.3%	5.3%
COc1cc(/C=N\Nc2cc(=O)n(C)c(=O)n2C)ccc1O	u	1.3%	-9.2%	6.0%	-24.6%	-12.5	3.7%	-10.7%	-10.4%	5.3%	3.2%

Some of the compounds tested; rates above refer to the full screens.
